Growth percent in the NCI-60 one-dose screen (48 h, 10 µM unless noted): 100 = growth as untreated, 0 = no growth, -100 = all killed.
COLO 205 = COLO 205 colon cancer | AID 1794742 | 79,000 tested, 7.3% active
NCI-H322M = NCI-H322M lung cancer | 80,000 tested, 2.7% active | AID 1794733
HT29 = HT29 colon cancer | 81,000 tested, 7.4% active | AID 1794748
NCI-H522 = NCI-H522 lung cancer; 78,000 tested, 8% active
HCT-116 = HCT-116 colon cancer. 82,000 tested, 7.3% active
HCT-15 = HCT-15 colon cancer; 82,000 tested, 5.2% active; AID 1794746
NCI/ADR-RES = NCI/ADR-RES ovarian cells. 81,000 tested, 4.4% active. AID 1794790
NCI-H460 = NCI-H460 lung cancer; 82,000 tested, 6.8% active
NCI-H226 = NCI-H226 lung cancer; 79,000 tested, 3.5% active
An asterisk follows results filed as active; . = no result given; & = joins results of further samples. Rule for the calls: active = growth percent below 10; inactive = the rest.

SMILES	COLO 205	NCI-H322M	HT29	NCI-H522	HCT-116	HCT-15	NCI/ADR-RES	NCI-H460	NCI-H226
CSc1nc(N)c(C(=O)N(c2ccccc2)c2ccccc2)s1	104	89	88	85	87	94	.	96	91
Oc1ccccc1/C=C1/CCc2cc3ccccc3[o+]c21	112	99	82	87	84	101	101	98	87
O=C(CCCCCCCNC(=O)c1cc(=O)c(O)co1)Nc1ccccc1	117	98	103	97	101	98	113	102	104
Cn1c(SCC(=O)Nc2ccc(-c3nc4ccccc4[nH]3)cc2)nc2ccccc2c1=O	118	79	106	95	95	89	95	91	85
O=c1[nH]c2ccc(Cl)cc2cc1CSc1ccc(Nc2nccc(-c3ccc4ccccc4c3)n2)cc1	32	96	75	81	55	13	60	21	50
COc1ccc(Cl)cc1Nc1nc(C(F)(F)F)ccc1C(=O)N/N=C/c1cccnc1	44	59	50	29	43	29	42	34	52
O/N=C\c1cc(-c2ccc(F)cc2)on1	107	117	113	97	98	103	108	106	95
CCOCC(O)COc1ccc(/C(=C(\C)c2ccccc2)c2ccccc2)cc1 (stereo not drawn)	113	102	94	90	101	99	100	97	97
O=C(CCc1nc2sc3c(c2c(=O)[nH]1)CCC3)NCc1cn(-c2ccccc2)nc1-c1ccccc1	76	93	83	79	-27*	86	69	1.3*	92
COCCOC(=O)C1=C(C)N(C)C(=O)NC1c1ccc2c(c1)OCO2 (stereo not drawn)	118	101	109	96	109	111	108	109	100
O=C(Nc1nn(-c2ccc(Cl)cc2Cl)nc1-c1ccccc1)c1ccccc1	99	99	94	87	84	97	106	107	99
C#CCOc1ccccc1C(OC(=O)c1ccccc1)C(=O)NC(C)(C)C(C)(C)C (stereo not drawn)	85	90	75	73	61	78	87	90	82
CCC(O)CCC(CC)CC (stereo not drawn)	101	93	111	109	99	95	112	114	107
COC(=O)C1CCC(=O)N1C(=O)CC(C)=O (stereo not drawn)	113	102	86	94	91	111	101	113	100
CCC(c1ccc(Br)cc1)C(C(N)=O)c1ccc(OC)cc1 (stereo not drawn)	116	108	106	92	90	103	112	100	103
C/C(=C\c1ccccc1)C(=O)c1ccccc1	131&112	98&104	101&92	91&96	110&114	101&102	114&108	101&107	103
O=C1COc2ccccc2C(=O)N1CCCCNc1ccc(S(=O)(=O)Nc2ncccn2)cc1	76	105	95	82	61	92	100	109	92
COc1nc(Cl)nc2c1ncn2C/C=C/CCl	93	120	91	77	76	89	84	88	88
Nc1c(C(=O)N/N=C/c2cccc(Oc3ccccc3)c2)cnn1CC(O)c1ccccc1 (stereo not drawn)	92	94	88	75	89	84	91	95	89
N#C/C(=C\c1ccc(F)cc1)C(=O)O	.	110	99	99	105	106	104	109	104
O=[N+]([O-])c1ccc(O)c(S(=O)(=O)O)c1	122	126	104	104	101	98	109	109	102
O=[N+]([O-])c1ccc(N=Nc2ccc(O)c3ccccc23)cc1	89	79	79	-14*	.	41	28	31	.
O=C(NC1CCCCC1)C(c1ccc(O)c(O)c1O)N(C(=O)c1cc(O)c(O)c(O)c1)c1cccc(O)c1 (stereo not drawn)	105	106	98	81	93	98	105	107	98
O=C(NCC(O)CO)c1c(I)c(C(=O)NCC(O)CO)c(I)c(N(CCO)C(=O)CO)c1I (stereo not drawn)	108	96	99	97	93	96	.	108	100
O=c1ccn(C2OC(CO)C(O)C2Cl)c(=O)[nH]1 (stereo not drawn)	104	99	98	90	87	112	97	107	101
Cn1c2ccccc2c2c3c(=O)[nH]c(N)nc3c3c4ccccc4n(CCCCCC#N)c3c21	92	.	68	60	51	50	69	59	89
CC(=O)OC/C=C(/C)C[P+](c1ccccc1)(c1ccccc1)c1ccccc1	48	.	60	75	26	73	90	40	66
COC1=C(NC(C)(C)C)C(=O)C(OC)=C(NC(C)(C)C)C1=O	106	99	95	94	100	117	102	113	96
CN1C2CCC1CC(OC(=O)c1c[nH]c3ccccc13)C2 (stereo not drawn)	105	.	87	.	102	98	106	101	98
O=C(CCl)c1ccc2c(c1)[nH]c1ccccc12	.	123	103	62	69	102	102	88	99
CCc1cc2c(cc1Cn1c(C(=O)O)c(Cc3cccc(C(=O)O)c3)c(=O)c3cc(O)ccc31)OCO2	103	104	105	96	108	101	108	102	103
Cn1c(=O)c2[nH]c(Cc3ccc(N)cc3)nc2n(C)c1=O	103	104	95	83	98	102	107	107	86
CSc1nc2c(c(=O)n1C)C1(C(=O)Nc3ccccc31)c1c(nc(SC)n(C)c1=O)N2	111	93	86	76	87	67	93	98	79
CCc1nnc(NC(=O)c2ccoc2COc2ccccc2)s1	44	87	29	39	31	24	12	27	74
NC(=O)c1cc(Cl)ccc1NS(=O)(=O)c1ccccc1	107	88	111	93	97	102	110	101	100
O=C(O)c1cn(C2CC2)c2cc(N3CCN(Cn4nc(-c5ccncc5)oc4=S)CC3)c(F)cc2c1=O	.	111	107	95	79	101	103	103	.
CC1=C(c2cc(-c3ccc(N(C)C)cc3)nc(=O)[nH]2)C(c2ccccc2)NC(=S)N1 (stereo not drawn)	117	99	104	93	106	104	104	103	96
Fc1ccc(C2Cn3nccc3N2)cc1 (stereo not drawn)	.	109	105	104	94	103	108	107	.
Cc1ccc(C(N)(C(=O)O)c2ccccc2)cc1 (stereo not drawn)	96	90	90	83	89	102	100	97	90
CN(C)CCNc1cccc2sc3ccc(O)cc3c(=O)c12	35	59	6.4*	.	25	27	45	16	74
Cc1ccccc1N/C=C/C(=O)c1ccc2c(c1)Nc1ccccc1S2	93	96	77	76	83	54	80	93	83
CCOC(=O)/C=C1\S/C(=N\Nc2cc(=O)[nH]c3ccc(Br)cc23)N(c2ccccc2)C1=O	47	90	104	31	27	42	97	96	84
Cc1[nH]c(=O)[nH]c(=O)c1CN1CCCCC1	112	113	96	91	105	103	100	115	106
CCOC(=O)C1=C(C(=O)c2ccccc2)C(c2ccc(Cl)cc2Cl)C(C(=O)c2ccccc2)=C(C(=O)OCC)N1	108	97	98	87	94	99	98	101	88
O=C(Nc1ccc2c(ccn2C(=O)c2cccc(F)c2)c1)c1cccnc1	111	104	99	.	106	98	99	114	93

By substructure: those above with two or more sulfur atoms (2)
SMILES	COLO 205	NCI-H322M	HT29	NCI-H522	HCT-116	HCT-15	NCI/ADR-RES	NCI-H460	NCI-H226
CSc1nc(N)c(C(=O)N(c2ccccc2)c2ccccc2)s1	104	89	88	85	87	94	.	96	91
CSc1nc2c(c(=O)n1C)C1(C(=O)Nc3ccccc31)c1c(nc(SC)n(C)c1=O)N2	111	93	86	76	87	67	93	98	79

Remaining list, next part.
SMILES	COLO 205	NCI-H322M	HT29	NCI-H522	HCT-116	HCT-15	NCI/ADR-RES	NCI-H460	NCI-H226
CC(CO)(CO)c1ccccc1	105	.	103	95	95	.	108	106	97
OCCN1CCN(CCO)C1=S	108	118	114	.	105	115	115	113	106
FC(F)(F)COc1ccc(/C=N/NC(=S)Nc2ccccc2)cc1	113	106	105	94	108	96	105	102	100
Cn1cnc2nc(Cl)nc(Cl)c21	-29*	34	-30*	.	3.4*	32	27	-9.3*	.
Oc1ccc(Nc2ncnc3c2cnn3-c2cccc(F)c2)cc1	113	93	99	90	96	102	99	101	89
COC(=O)CCCCCCCCC1(C)C=CC(C(C)O)=CC1 (stereo not drawn)	111	109	100	89	100	105	102	111	97
O=C1c2ccccc2-c2nc3ccccc3n21	123	122	99	124	250	105	102	106	112
Clc1cc(Cl)c2c(c1)C=C1CSCC3=Cc4cc(Cl)cc(Cl)c4OC13O2	102	99	105	97	102	103	102	104	.
CC(C)C[C@@H]1NC(=O)[C@H](Cc2ccccc2)NC(=O)[C@@H]2CCCN2C(=O)[C@H]([C@@H](C)O)NC(=O)[C@@H]2CCCN2C(=O)[C@H](Cc2ccc(O)cc2)NC(=O)[C@@H]2CCCN2C(=O)[C@H](Cc2ccccc2)NC(=O)[C@@H]2CCCN2C(=O)[C@H](CC(C)C)NC1=O	97	106	116	105	102	106	101	123	106
CCCCCC(=O)OC1[C@@H](OC(=O)CCCCC)[C@@H](CNC(=O)NC)O[C@H]1n1cnc2c(NC(=O)Nc3ccccc3)ncnc21 (stereo partly drawn)	105	109	95	.	99	101	101	105	.
O=C(CC(=O)Nc1ccc(Oc2ncnc3scc(Nc4n[nH]c(=S)s4)c23)cc1)Nc1ccc(Cl)cc1	89	94	106	55	93	67	90	85	68
CC(C)CCC(=O)[C@@H](C)[C@H]1[C@@H](OC2OCC(O)C(O)C2NS(C)(=O)=O)C[C@H]2[C@@H]3CC=C4C[C@@H](O)CC[C@]4(C)[C@H]3CC[C@]12C (stereo partly drawn)	-0.6*	68	20	21	25	14	83	12	52
O=C(O)CNS(=O)(=O)c1ccc(Oc2ccc(S(=O)(=O)NCC(=O)O)cc2)cc1	109	101	99	95	103	102	102	101	107
O=C(Nc1ccccc1)Oc1ccc[nH]c1=O	119	113	96	101	93	97	92	102	106
C=CCc1cc(/C(CC)=C(/CC)c2ccc(O)c(CC=C)c2)ccc1O	102	89	111	70	56	66	79	75	71
CC(O)CC(=O)c1ccc(O)cc1 (stereo not drawn)	117	95	102	59	91	95	101	103	95
Cc1c(Cl)cccc1C(=O)Nc1nc2c(s1)CN(C(=O)Nc1cccc(C(F)(F)F)c1)CC2	7.1*	47	1.4*	15	13	12	-27*	7.2*	39
CCOC(=O)c1nc2cc(C#N)ccn2c1C(=O)c1cccs1	.	111	99	85	88	107	105	.	101
Cc1c(N(C)C)c(=O)n(-c2ccccc2)n1C	112&121	111&97	102&105	98	110&98	100&95	110&96	114&107	105&89
OC1c2cc(Cl)ccc2-c2c(Cl)cc(Cl)cc21 (stereo not drawn)	101	102	110	100	88	91	98	.	99
CC(C)(C)c1cc([N+](=O)[O-])c(O)c([N+](=O)[O-])c1	97	106	90	69	71	96	107	105	90
CCOC(CCC#N)c1ccc(Cl)cc1 (stereo not drawn)	104	104	105	99	108	100	103	114	124
CCN(Cc1ccc(S(=O)(=O)O)cc1)c1ccccc1	.	126	.	88	100	109	99	106	108
CCCCCCCCCCCCCCCCC/C(=N\Nc1ccc([N+](=O)[O-])cc1[N+](=O)[O-])c1ccc(Cl)cc1	107	99	107	109	99	107	103	105	90
C=CCn1c(SCC(=O)Nc2cccc(C(=O)/C=C/c3cc(OC)c(OC)c(OC)c3)c2)nc2ccccc2c1=O	108	67	-23*	39	-26*	12	27	17	76
COC(=O)[C@]1(C)CCC[C@]2(C)[C@H]3C[C@@H]4[C@H]5[C@@H]6CC/C(=N\OCC/C(N)=N/O)[C@H]5[C@@]3(CC[C@H]21)CC4(C(C)C)O6	72	82	74	55	53	37	32	68	84
CN(C)CCCn1c(=O)c2cc([N+](=O)[O-])ccc2c2cnc3[nH]ccc3c21	28	46	16	18	12	48	52	17	44
COc1ccc2nc(CC(=N)c3ccc(N(C)C)cc3)ccc2c1	121	91	116	93	102	111	95	118	95
O=C(NOC(=O)c1ccccc1)c1ccccc1	117	119	110	98	96	101	94	98	106
[O-][n+]1cc(Cl)cc(Cl)c1	115&103	114	104&104	86&102	108&106	106&106	107&109	102&109	103

Structural class: those above with an aryl methoxy group (five)
SMILES	COLO 205	NCI-H322M	HT29	NCI-H522	HCT-116	HCT-15	NCI/ADR-RES	NCI-H460	NCI-H226
COc1ccc(Cl)cc1Nc1nc(C(F)(F)F)ccc1C(=O)N/N=C/c1cccnc1	44	59	50	29	43	29	42	34	52
CCC(c1ccc(Br)cc1)C(C(N)=O)c1ccc(OC)cc1 (stereo not drawn)	116	108	106	92	90	103	112	100	103
COc1nc(Cl)nc2c1ncn2C/C=C/CCl	93	120	91	77	76	89	84	88	88
C=CCn1c(SCC(=O)Nc2cccc(C(=O)/C=C/c3cc(OC)c(OC)c(OC)c3)c2)nc2ccccc2c1=O	108	67	-23*	39	-26*	12	27	17	76
COc1ccc2nc(CC(=N)c3ccc(N(C)C)cc3)ccc2c1	121	91	116	93	102	111	95	118	95

Later entries
SMILES	COLO 205	NCI-H322M	HT29	NCI-H522	HCT-116	HCT-15	NCI/ADR-RES	NCI-H460	NCI-H226
CN(C)c1ccccc1C(=O)N/N=C/c1ccc(F)cc1	109	100	97	106	105	105	100	93	111
Cc1ccc(NC(=O)Cn2nncc2CN2C(=O)CSC2=O)cc1C	106	103	105	95	102	94	96	105	91
CC(C)CC1NC(=O)C(CC(C)C)N(CO)C1=O (stereo not drawn)	111	95	94	90	99	103	117	116	91
CCOC(=O)c1cc(C(=O)c2ccc(Cl)cc2)n2ccc(-c3cc[n+](CC(=O)c4ccc(OC)cc4)cc3)cc12	43	.	-9.8*	71	5.5*	75	89	3.9*	102
COc1cc(-c2c(-c3ccccc3)c[nH]c2C(N)=O)cc(OC)c1OC	119	106	107	99	103	100	106	102	110
COc1c2ccoc2cc2oc(C)c(-c3cc(-c4ccc(F)cc4)c(C#N)c(N)n3)c(=O)c12	57	82	68	65	48	81	70	45	70
CCCCc1nc(Cl)c(C2CC(C3C(=O)N(C)C(=O)N(C)C3=O)=NN2c2ccccc2)[nH]1 (stereo not drawn)	106	84	102	83	104	106	118	105	95
Nc1cc(C(F)(F)F)ccc1Br	121	113	110	106	103	107	104	110	106

Three records drawn at random from the list so far:
SMILES	COLO 205	NCI-H322M	HT29	NCI-H522	HCT-116	HCT-15	NCI/ADR-RES	NCI-H460	NCI-H226
CCOC(=O)c1cc(C(=O)c2ccc(Cl)cc2)n2ccc(-c3cc[n+](CC(=O)c4ccc(OC)cc4)cc3)cc12	43	.	-9.8*	71	5.5*	75	89	3.9*	102
Cc1ccc(NC(=O)Cn2nncc2CN2C(=O)CSC2=O)cc1C	106	103	105	95	102	94	96	105	91
Nc1cc(C(F)(F)F)ccc1Br	121	113	110	106	103	107	104	110	106
